CAL PDZ FP – inhibitors of human CAL PDZ peptide binding. purified CAL PDZ, TMR-peptide fluorescence polarization, 1 h. inhibition, % at 20 µM. 0.02% of 330,000 active. Q9HD26. AID 504414;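 active = highest replicate inhibition of at least 40%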;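 also: plate controls were DMSO neutral control wells for no effect and unlabeled competitor peptide control wells for full effect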
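System: purified tagged CAL PDZ domain construct (CerCALP). Schedule: 1 h incubation at room temperature before polarization reading. Medium: 25 mM sodium phosphate pH 7.4, 150 mM NaCl, TCEP, IgG, Thesit. Read-out: percent inhibition from loss of millipolarization. Measured by: FP readout, S and P plane fluorescence. Probe or stimulus: fluorescent TMR peptide probe.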
Rtt109 HAT inh – blocks Candida albicans Rtt109/Vps75 acetyltransferase activity | Q5AAJ8 | inhibition, % at 34.9 µM | 0.16% of 330,000 active | purified Rtt109/Vps75, ThioGlo CoA-SH fluorescence, 4 h;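 active = inhibition of at least 50% in every replicate; inconclusive = best replicate reaches 50% inhibition but some replicates fall short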
Target sequence (Q5AAJ8 whole entry, looked up): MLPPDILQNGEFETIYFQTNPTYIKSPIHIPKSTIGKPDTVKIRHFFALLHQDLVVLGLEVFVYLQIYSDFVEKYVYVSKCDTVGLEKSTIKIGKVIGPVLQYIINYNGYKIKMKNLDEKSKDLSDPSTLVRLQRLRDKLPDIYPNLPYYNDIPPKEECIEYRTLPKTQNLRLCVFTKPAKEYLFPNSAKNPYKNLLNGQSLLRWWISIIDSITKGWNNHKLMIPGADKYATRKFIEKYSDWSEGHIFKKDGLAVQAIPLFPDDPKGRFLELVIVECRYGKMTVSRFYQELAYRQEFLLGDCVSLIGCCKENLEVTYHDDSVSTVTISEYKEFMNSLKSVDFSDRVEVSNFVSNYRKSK
phage Ecoli inh – E. coli growth loss with phage present; growth absorbance; inhibition, % at 11.9 µM; AID 651602; 0.26% of 360,000 active; in the data active = inhibition above about 11%
DAGLB inhibitor – diacylglycerol lipase beta (human) inhibition. inhibition, % at 5.17 µM. 0.059% of 340,000 active. HEK293T DAGLB membrane lysate, EnzChek fluorogenic substrate. AID 504411; in the data active = inhibition above about 34%;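 also: 0% = enzyme with vehicle and 100% = wells lacking enzyme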
Target sequence (Q8NCG7 whole entry, looked up): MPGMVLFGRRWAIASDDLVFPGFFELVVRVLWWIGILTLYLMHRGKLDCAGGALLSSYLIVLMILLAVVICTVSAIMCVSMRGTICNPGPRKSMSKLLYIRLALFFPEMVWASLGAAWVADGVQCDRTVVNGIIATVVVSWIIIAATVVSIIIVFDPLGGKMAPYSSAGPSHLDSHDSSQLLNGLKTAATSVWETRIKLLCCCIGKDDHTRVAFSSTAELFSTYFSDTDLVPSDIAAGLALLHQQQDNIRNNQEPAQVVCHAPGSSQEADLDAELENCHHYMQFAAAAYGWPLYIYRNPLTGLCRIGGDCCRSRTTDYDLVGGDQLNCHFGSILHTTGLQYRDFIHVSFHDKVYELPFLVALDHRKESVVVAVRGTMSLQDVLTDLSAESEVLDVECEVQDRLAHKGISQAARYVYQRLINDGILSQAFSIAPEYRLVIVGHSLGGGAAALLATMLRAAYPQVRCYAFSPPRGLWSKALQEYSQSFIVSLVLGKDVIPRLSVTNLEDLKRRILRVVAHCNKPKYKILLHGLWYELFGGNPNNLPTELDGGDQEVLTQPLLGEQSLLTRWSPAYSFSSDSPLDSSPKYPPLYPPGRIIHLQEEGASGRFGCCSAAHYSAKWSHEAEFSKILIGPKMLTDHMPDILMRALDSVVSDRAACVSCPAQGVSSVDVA
AddAB inh – less growth of phage-infected E. coli with AddAB | E. coli expressing H. pylori AddAB, absorbance growth | inhibition, % at 11.9 µM | 0.29% of 330,000 active | AID 435030; in the data active = inhibition above about 12%;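 also: 0% = vehicle wells of infected cells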
E coli growth – counter-screen for AddAB inhibitors: E. coli growth inhibition; E. coli V3065 growth, OD600 absorbance, 18 h; inhibition, % at 11.9 µM; 0.27% of 330,000 active; AID 449728;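 active = inhibition above the campaign's mean inhibition across all tested compounds plus 3 SD, cut at about 9.9% in these data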;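 also: uninfected addAB+ strain grown without phage in ampicillin broth; 0% = DMSO wells and 100% = ciprofloxacin 0.95 µg/ml wells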
Wnt bcat act – activators of Wnt/beta-catenin signaling. 1.2% of 300,000 active. AID 743398. activation, % at 9.35 µM. Wnt/beta-catenin reporter cell assay, activator, plate reader; in the data active = activation above about 30%, passing the limit was not always enough; inconclusive = no clear call, values can overlap the other calls;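 also: 0% = neutral control wells and 100% = positive control wells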
PfHsp90 yeast 2 – reduces growth (ATP signal) of yeast expressing P. falciparum Hsp90; S. cerevisiae expressing PfHsp90, BacTiter-Glo ATP, 48 h; yeast lacking PDR1 and PDR3 efflux regulators; inhibition, % at 9.4 µM; 0.32% of 310,000 active;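 active = every replicate shows inhibition above about 80%, whatever the replicate mean, limit read from the data; inconclusive = mean inhibition reaches the set limit but some replicate falls short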;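 also: 0% = DMSO neutral controls and 100% = 20 µM radicicol positive controls; yeast relying on Plasmodium falciparum Hsp90 in place of its own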
PvdQ inh – blocks Pseudomonas aeruginosa PvdQ acylase activity. 0.063% of 340,000 active. purified PvdQ acylase, fluorescence plate reader. AID 488965. inhibition, % at 10 µM; in the data active = inhibition above about 30%, passing the limit was not always enough; inconclusive = no clear call, values can overlap the other calls;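 also: 0% = vehicle neutral wells and 100% = reference inhibitor wells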
Tat transport – blocks Tat-dependent protein export in E. coli; inhibition, % at 10 µM; 0.036% of 340,000 active; E. coli MC4100 TorA-mCherry Tat export, fluorescence;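 active = mean replicate inhibition at least 50% and at least half of replicates individually reaching 50%; inconclusive = only one of the two criteria met; inactive = neither criterion met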;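 also: exported cargo escapes ClpAP degradation while cytoplasmic cargo is degraded and loses fluorescence; 0% = median of neutral control wells and 100% = median of NaSCN control wells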
Starred values were filed as active, the others as inactive.

Screening NC(=O)c1nc[nH]c1C(=O)Nc1cccc(C(F)(F)F)c1 returned CAL PDZ FP -0.8, Rtt109 HAT inh 8, phage Ecoli inh 0.6, DAGLB inhibitor -1, AddAB inh -1.0, E coli growth -0.4, Wnt bcat act -2, PfHsp90 yeast 2 17, PvdQ inh -16 and Tat transport -2.
COc1cccc(NC(=O)CNc2cc(S(=O)(=O)N3CCOCC3)ccc2N2CCCC2)c1 was read as CAL PDZ FP -0.4, Rtt109 HAT inh 3, phage Ecoli inh 2.0, DAGLB inhibitor -8, AddAB inh 0.9, E coli growth 0.2, Wnt bcat act 0, PfHsp90 yeast 2 -6, PvdQ inh -13 and Tat transport -2.
`CCC1(CC)N=C(c2ccccc2)C(=S)N1` gave CAL PDZ FP -0.4, Rtt109 HAT inh -1, phage Ecoli inh -1.1, DAGLB inhibitor 0, AddAB inh -0.1, E coli growth -1.3, Wnt bcat act 2, PfHsp90 yeast 2 -93, PvdQ inh -4 and Tat transport -2.
For COc1cc2[nH]c(=O)n(CCCCCC(=O)N3CC=C(c4ccccc4)CC3)c(=O)c2cc1OC the results were CAL PDZ FP -3.5, phage Ecoli inh -1.5, DAGLB inhibitor -3, AddAB inh -1.0, E coli growth 1.1, Wnt bcat act -6, PfHsp90 yeast 2 6, PvdQ inh -4 and Tat transport 3.
For Cc1[nH]c2c(Cl)cccc2c(=O)c1CN1CCCC1 the results were CAL PDZ FP -1.8, Rtt109 HAT inh 11, phage Ecoli inh 2.2, DAGLB inhibitor -3, AddAB inh -1.4, E coli growth -2.8, PfHsp90 yeast 2 -14, PvdQ inh -10 and Tat transport -2.
Screening COC(=O)c1cc(OC)c(OC)cc1NC(=O)C(C)Sc1ccc(C)cc1 (stereo unspecified) returned CAL PDZ FP -1.1, Rtt109 HAT inh -10, phage Ecoli inh 1.9, DAGLB inhibitor -10, AddAB inh 0.6, E coli growth -4.1, Wnt bcat act 5, PfHsp90 yeast 2 21, PvdQ inh -12 and Tat transport 12.
For Cc1ccccc1C(=O)Nc1ccccc1-c1nnn(CC(=O)Nc2ccc3c(c2)OCCO3)n1 the results were CAL PDZ FP -1.0, Rtt109 HAT inh 1, phage Ecoli inh 4.3, DAGLB inhibitor -8, AddAB inh 0.2, E coli growth -2.4, PfHsp90 yeast 2 2, PvdQ inh 4 and Tat transport -8.
CCC(C)(C(=O)Nc1ccc2c(c1)OCCO2)N(C(C)=O)c1ccc(C(N)=O)cc1 (stereo unspecified) was read as CAL PDZ FP -0.5, Rtt109 HAT inh -24, phage Ecoli inh 1.2, DAGLB inhibitor 4, AddAB inh 1.6, E coli growth 1.2, PfHsp90 yeast 2 20, PvdQ inh -19 and Tat transport 1.
`O=C1CCC(=O)N(O)CCCCCNC(=O)CCC(=O)N(O)CCCCNC(=O)CCC(=O)N(O)CCCCCN1` gave CAL PDZ FP -0.6, Rtt109 HAT inh 4, phage Ecoli inh 22*, DAGLB inhibitor -1, AddAB inh 31*, E coli growth 28*, Wnt bcat act 0, PfHsp90 yeast 2 38, PvdQ inh -7 and Tat transport -5.
`CCn1c(=O)c2ccccc2n2c(SCC(N)=O)nnc12` gave CAL PDZ FP 1.0, Rtt109 HAT inh 1, phage Ecoli inh 1.6, DAGLB inhibitor 0, AddAB inh -1.8, E coli growth -1.3, Wnt bcat act 0, PfHsp90 yeast 2 1, PvdQ inh -13 and Tat transport 6.
For O=C(N/N=C/c1ccccc1F)c1cccc(NC(=O)c2ccccc2Cl)c1 the results were CAL PDZ FP 0.2, Rtt109 HAT inh 19, phage Ecoli inh 1.7, DAGLB inhibitor -2, AddAB inh 3.0, E coli growth -0.4, Wnt bcat act 5, PfHsp90 yeast 2 4, PvdQ inh -6 and Tat transport -2.
COc1cc(S(=O)(=O)N2CCOCC2)ccc1F was read as CAL PDZ FP -1.9, Rtt109 HAT inh 3, phage Ecoli inh 1.3, DAGLB inhibitor -2, AddAB inh -1.1, E coli growth 1.6, PfHsp90 yeast 2 -5, PvdQ inh 6 and Tat transport 1.
Screening COc1ccccc1CNC(=O)Cc1ccccc1 returned CAL PDZ FP 1.3, Rtt109 HAT inh 7, phage Ecoli inh 0.8, DAGLB inhibitor -2, AddAB inh -3.3, E coli growth -2.3, Wnt bcat act 1, PfHsp90 yeast 2 11, PvdQ inh -10 and Tat transport -10.
Nc1nc2n(n1)C(=O)CC(c1ccccc1)N2 (stereo unspecified) was read as CAL PDZ FP -0.3, Rtt109 HAT inh -1, phage Ecoli inh 2.0, DAGLB inhibitor 3, AddAB inh -0.2, E coli growth -0.2, Wnt bcat act -2, PfHsp90 yeast 2 -12, PvdQ inh -25 and Tat transport 0.
For Cc1cc(=O)oc2n[nH]c(-c3ccccc3)c12 the results were CAL PDZ FP -1.0, Rtt109 HAT inh 0, phage Ecoli inh 2.5, DAGLB inhibitor 0, AddAB inh -2.4, E coli growth 1.2, PfHsp90 yeast 2 -10, PvdQ inh -13 and Tat transport 0.
`Nc1ccc(-c2nnc(-c3ccccc3)o2)cc1` gave CAL PDZ FP -6.8, Rtt109 HAT inh -1, phage Ecoli inh 5.8, DAGLB inhibitor 2, AddAB inh 2.8, E coli growth -2.1, Wnt bcat act 3, PfHsp90 yeast 2 5, PvdQ inh 0 and Tat transport -2.
`CN(C(=O)CSc1nnn(C)n1)c1ccccc1` gave CAL PDZ FP -2.3, Rtt109 HAT inh -2, phage Ecoli inh 0.9, DAGLB inhibitor 0, AddAB inh 2.0, E coli growth 1.2, Wnt bcat act -3, PfHsp90 yeast 2 -12, PvdQ inh -13 and Tat transport -8.
For CCOc1ccccc1-n1c(SCC(=O)Nc2nccs2)nnc1-c1ccoc1C the results were CAL PDZ FP -1.1, Rtt109 HAT inh 3, phage Ecoli inh -3.2, DAGLB inhibitor 0, AddAB inh 0.3, E coli growth 0.4, Wnt bcat act -4, PfHsp90 yeast 2 -20, PvdQ inh -4 and Tat transport 0.
CCOC(=O)C1(C(=O)OCC)CCN(S(=O)(=O)c2ccccc2)CC1 was read as CAL PDZ FP 0.3, Rtt109 HAT inh -2, phage Ecoli inh 2.8, DAGLB inhibitor -6, Wnt bcat act -2, PvdQ inh -11 and Tat transport 1.
`CC(C)[C@H](NC(=O)c1ccc(Cl)cc1Cl)C(=O)OCc1nc2ccsc2c(=O)[nH]1` gave CAL PDZ FP -0.7, Rtt109 HAT inh 2, phage Ecoli inh 6.0, DAGLB inhibitor -1, Wnt bcat act -2, PfHsp90 yeast 2 7, PvdQ inh -11 and Tat transport -3.

The closing 3 entries of the part before come first, to join the parts:
For CCOc1ccccc1-n1c(SCC(=O)Nc2nccs2)nnc1-c1ccoc1C the results were CAL PDZ FP -1.1, Rtt109 HAT inh 3, phage Ecoli inh -3.2, DAGLB inhibitor 0, AddAB inh 0.3, E coli growth 0.4, Wnt bcat act -4, PfHsp90 yeast 2 -20, PvdQ inh -4 and Tat transport 0.
CCOC(=O)C1(C(=O)OCC)CCN(S(=O)(=O)c2ccccc2)CC1 was read as CAL PDZ FP 0.3, Rtt109 HAT inh -2, phage Ecoli inh 2.8, DAGLB inhibitor -6, Wnt bcat act -2, PvdQ inh -11 and Tat transport 1.
`CC(C)[C@H](NC(=O)c1ccc(Cl)cc1Cl)C(=O)OCc1nc2ccsc2c(=O)[nH]1` gave CAL PDZ FP -0.7, Rtt109 HAT inh 2, phage Ecoli inh 6.0, DAGLB inhibitor -1, Wnt bcat act -2, PfHsp90 yeast 2 7, PvdQ inh -11 and Tat transport -3.
Screening CCOC(=O)CC[C@H](NC(=O)Cn1cc(C)c(=O)[nH]c1=O)C(=O)OCC returned CAL PDZ FP 0.5, Rtt109 HAT inh 8, phage Ecoli inh 3.0, DAGLB inhibitor -2, Wnt bcat act -3, PfHsp90 yeast 2 -8, PvdQ inh -9 and Tat transport -1.
Cc1sc(NC(=S)NC(=O)c2ccco2)c(C#N)c1C was read as CAL PDZ FP -1.2, Rtt109 HAT inh -1, phage Ecoli inh -2.8, DAGLB inhibitor -1, AddAB inh 3.8, E coli growth 1.1, Wnt bcat act 1, PfHsp90 yeast 2 -19, PvdQ inh -2 and Tat transport -3.
`CCOC(=O)c1cc2c(=O)n3ccccc3nc2n(CC2CCCO2)c1=NC(=O)/C=C/c1ccccc1` (stereo unspecified) gave CAL PDZ FP -0.7, Rtt109 HAT inh -9, phage Ecoli inh 2.4, DAGLB inhibitor -2, AddAB inh 0.9, E coli growth -3.6, Wnt bcat act 0, PfHsp90 yeast 2 -13, PvdQ inh 1 and Tat transport -3.
`O=C1NCC(c2ccccc2)C1C(=O)N/N=C\c1ccc(-c2ccc(Cl)c(Cl)c2)o1` (stereo unspecified) gave CAL PDZ FP -1.4, Rtt109 HAT inh -3, phage Ecoli inh 2.9, DAGLB inhibitor -2, AddAB inh 1.0, E coli growth 2.3, PfHsp90 yeast 2 -24, PvdQ inh -1 and Tat transport 8.
For O=C(c1ccccc1)N1CCN(CCc2ccccc2)CC1 the results were CAL PDZ FP 0.7, Rtt109 HAT inh 12, phage Ecoli inh -0.6, DAGLB inhibitor -2, AddAB inh -1.6, E coli growth 3.0, Wnt bcat act 1, PfHsp90 yeast 2 21, PvdQ inh 7 and Tat transport 4.
`c1ccc(-c2cc(-c3nnc4n3N=C(c3ccc5ccccc5c3)CS4)[nH]n2)cc1` gave CAL PDZ FP -6.4, Rtt109 HAT inh 6, phage Ecoli inh 1.2, DAGLB inhibitor 1, AddAB inh -1.9, E coli growth -2.1, PfHsp90 yeast 2 -21, PvdQ inh -12 and Tat transport 0.
O=C1CCCC2=C1C(c1cccs1)n1nc(SCc3ccc(C(=O)O)cc3)nc1N2 (stereo unspecified) was read as CAL PDZ FP -2.4, Rtt109 HAT inh -3, phage Ecoli inh 4.6, DAGLB inhibitor 0, AddAB inh -0.5, E coli growth -0.6, Wnt bcat act -2, PfHsp90 yeast 2 2, PvdQ inh 0 and Tat transport -6.
Screening Cc1cccc(-c2nnn(CC/C(N)=N/O)n2)c1 returned CAL PDZ FP -1.4, Rtt109 HAT inh -7, phage Ecoli inh 3.0, DAGLB inhibitor 0, AddAB inh 2.2, E coli growth 3.2, Wnt bcat act 2, PfHsp90 yeast 2 9, PvdQ inh -15 and Tat transport 2.
COc1ccc(OC)c(NC(=O)CCNC(=O)Cn2ccc3ccccc3c2=O)c1 was read as CAL PDZ FP 0.3, Rtt109 HAT inh -2, phage Ecoli inh 0.5, DAGLB inhibitor 0, AddAB inh 1.4, E coli growth 0.8, Wnt bcat act -6, PfHsp90 yeast 2 -27, PvdQ inh -18 and Tat transport 2.
CCOC(=O)C1CCCN(CCC(=O)Nc2c(C(=O)OC)[nH]c3cc(OC)ccc23)C1 (stereo unspecified) was read as CAL PDZ FP -0.7, Rtt109 HAT inh 5, phage Ecoli inh 2.0, DAGLB inhibitor 1, AddAB inh 0.6, E coli growth 1.8, PvdQ inh -16 and Tat transport -8.
Cc1nn2c(c1-c1ccc(Cl)cc1)N=C(c1ccco1)CC2c1ccccc1 (stereo unspecified) was read as CAL PDZ FP -2.4, Rtt109 HAT inh inconclusive, phage Ecoli inh 1.8, DAGLB inhibitor 1, AddAB inh -0.9, E coli growth -3.7, Wnt bcat act -1, PfHsp90 yeast 2 -11, PvdQ inh -9 and Tat transport 4.
